Compound activity: PubChem BioAssay, several laboratories
PfM18AAP inh: PfM18AAP inhibitors, malaria aminopeptidase, primary screen, biochemical, QFRET, recombinant enzyme. H-Glu-NHMec fluorogenic cleavage. AID 1822, 2009. M18 aspartyl aminopeptidase (Plasmodium falciparum 3D7). hit rate 1.2% among 290,000. inhibition, % at 7.35 µM;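 active means inhibition above the campaign mean inhibition over all tested compounds plus 3 SD, cut at about 28% in these data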;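 further: 0% = plate median of test compound wells and 100% = 2 mM ZnCl2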
VIM-2 inh: VIM-2 metallo-beta-lactamase inhibitors, primary screen, biochemical, epi-absorbance readout, Pseudomonas aeruginosa enzyme; purified VIM-2, nitrocefin hydrolysis, epi-absorbance fluorescence; inhibition, % at 5.6 µM; hit rate 0.89% among 290,000; AID 1527, 2009;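 active means inhibition above the mean of all tested compounds plus 3 SD, cutoff set per screening run, cut at about 7.5% in these data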;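 further: red hydrolysis product quenches plate fluorescence so inhibitors raise well fluorescence; 0% = enzyme with DMSO and 100% = DMSO without enzyme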
pCIP destab: p/CIP-EGFP fusion destabilizers, primary screen, fluorescence, F442A cells; Q05BA5; decrease of EGFP signal, % at 10 µM; hit rate 0.01% among 290,000; 16 h;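 active means EGFP signal decrease of at least 30% at 10 µM or well 3 SD below plate mean, unless failing retest; inactive means the rest, including hits failing retest or dose response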; further: some compounds called inactive have numbers as strong as hits; many of its hits are not listed in these tables
Target sequence (Q05BA5 1-1403): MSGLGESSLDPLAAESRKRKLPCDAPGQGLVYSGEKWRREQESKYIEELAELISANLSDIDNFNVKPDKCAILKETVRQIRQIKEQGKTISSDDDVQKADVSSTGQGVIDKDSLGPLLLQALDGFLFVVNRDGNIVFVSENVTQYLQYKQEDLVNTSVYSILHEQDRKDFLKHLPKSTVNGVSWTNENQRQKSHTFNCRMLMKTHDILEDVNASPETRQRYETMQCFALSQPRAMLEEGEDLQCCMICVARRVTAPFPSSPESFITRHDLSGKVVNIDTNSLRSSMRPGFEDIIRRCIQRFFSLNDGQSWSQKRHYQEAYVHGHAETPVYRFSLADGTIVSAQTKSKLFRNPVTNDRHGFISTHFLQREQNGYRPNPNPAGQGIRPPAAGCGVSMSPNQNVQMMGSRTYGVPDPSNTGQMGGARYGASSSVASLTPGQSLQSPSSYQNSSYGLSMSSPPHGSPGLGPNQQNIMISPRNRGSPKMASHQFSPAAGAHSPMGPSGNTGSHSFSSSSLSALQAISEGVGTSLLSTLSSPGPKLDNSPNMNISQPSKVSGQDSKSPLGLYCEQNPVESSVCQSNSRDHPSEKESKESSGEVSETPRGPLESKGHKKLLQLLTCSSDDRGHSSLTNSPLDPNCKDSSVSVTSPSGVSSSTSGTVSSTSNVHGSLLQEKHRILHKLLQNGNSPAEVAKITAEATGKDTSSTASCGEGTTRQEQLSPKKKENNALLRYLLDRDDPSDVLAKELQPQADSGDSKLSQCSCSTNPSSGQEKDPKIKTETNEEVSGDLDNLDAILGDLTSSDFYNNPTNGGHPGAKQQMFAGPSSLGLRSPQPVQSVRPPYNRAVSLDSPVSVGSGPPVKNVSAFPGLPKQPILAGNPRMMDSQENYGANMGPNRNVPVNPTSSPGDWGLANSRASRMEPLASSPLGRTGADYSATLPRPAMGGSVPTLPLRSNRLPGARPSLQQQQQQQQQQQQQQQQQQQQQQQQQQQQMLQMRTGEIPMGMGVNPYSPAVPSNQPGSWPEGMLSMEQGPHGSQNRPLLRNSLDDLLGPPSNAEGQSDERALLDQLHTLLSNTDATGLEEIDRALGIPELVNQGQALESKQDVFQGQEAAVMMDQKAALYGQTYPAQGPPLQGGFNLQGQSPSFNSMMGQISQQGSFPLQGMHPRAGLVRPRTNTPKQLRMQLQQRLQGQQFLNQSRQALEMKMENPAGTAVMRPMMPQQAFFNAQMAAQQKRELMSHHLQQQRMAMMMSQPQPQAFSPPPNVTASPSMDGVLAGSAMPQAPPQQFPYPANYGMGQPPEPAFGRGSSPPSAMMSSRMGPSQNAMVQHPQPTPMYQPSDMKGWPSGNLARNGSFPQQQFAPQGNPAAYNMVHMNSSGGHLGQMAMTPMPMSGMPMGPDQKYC
HCV NS3 hel inh: inhibitors of HCV NS3 helicase, primary screen, biochemical, Cy5 molecular beacon fluorescence | inhibition, % at 10.9 µM | hit rate 0.56% among 290,000 | NS3 helicase DNA unwinding | AID 1800, 2009 | Hepatitis C virus NS3 helicase;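 active means inhibition above the mean of all tested compounds plus 3 SD, set per campaign, cut at about 35% in these data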;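 further: 0% = DMSO wells and 100% = thioflavine S control wells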
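System: NS3 helicase fragment of HCV / Schedule: 1 h at 25 °C / Control set: DMSO alone as 0% and 110 µM thioflavine S as 100% / Reagent: Cy5/quencher beacon DNA duplex and ATP to start / Technique: Cy5 fluorescence / Replication: singlicate / Evaluation: % inhibition of end-to-start signal ratio versus controls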
IDE cell inh: human IDE inhibitors in live cells, primary screen, fluorescence polarization, HEK cells, FAbetaB substrate; inhibition, % at 5.59 µM; hit rate 0.41% among 320,000; Insulin-degrading enzyme (Homo sapiens), P14735; FAbetaB cleavage;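 active means percent inhibition above the average of all tested compounds plus 3 SD, set per screening campaign, cut at about 16% in these data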;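 further: IDE supplied by intact live HEK cells; FP after avidin binding of uncleaved biotin substrate so inhibition keeps polarization high; 0% = DMSO wells and 100% = 60 µM reference IDE inhibitor Ii1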
IDE act: human IDE activators in live cells, primary screen, fluorescence polarization, HEK cells, FAbeta-B substrate; Insulin-degrading enzyme (Homo sapiens), P14735; FAbeta-B cleavage; 0% vehicle, 100% cell-free pure enzyme wells; activation, % at 5.96 µM; hit rate 0.073% among 340,000; AID 493087, 2011;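 active means activation above the mean of all tested compounds plus 3 SD, set per screening campaign, cut at about 17% in these data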
FID counter: compounds displacing fluorescent DNA intercalator, primary screen, artefact control for HCV NS3 helicase inhibitor project, biochemical, FID fluorescence; DNA fluorescent intercalator displacement; inhibition, % at 7.9 µM; hit rate 0.17% among 290,000; AID 1845, 2009; in the data active means inhibition above about 37%;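 further: 0% = vehicle and 100% = reference compound; higher means more ethidium bromide displaced from hairpin DNA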
IMP-1 inhibitor: IMP-1 metallo-beta-lactamase inhibitors, primary screen, biochemical, epi-absorbance readout, Pseudomonas aeruginosa enzyme. inhibition, % at 5.6 µM. purified IMP-1, nitrocefin hydrolysis, epi-absorbance fluorescence. hit rate 0.45% among 290,000. metallo-beta-lactamase IMP-1 (Pseudomonas aeruginosa). AID 1556, 2009;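 active means inhibition above the mean plus 3 SD of all compounds in the same screening run, cut at about 4.5% in these data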;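 further: 0% = IMP-1 with DMSO and 100% = DMSO wells lacking enzyme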
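System: purified IMP-1 / Input: IMP-1 dispensed at 0.2 nM / Medium: 50 mM HEPES pH 7.1, 50 µM ZnSO4, 0.05% Brij 35 / Timing: 15 min enzyme–compound preincubation, then 25 min nitrocefin reaction, 25 °C / Technique: plate fluorescence quenching by hydrolysis product, ex 480/em 530 nm / Repeats: singlicate testing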
SUMO HTRF inh: inhibitors of in vitro SUMOylation cascade, primary screen, biochemical, HTRF, uHTS; SUMO-conjugating enzyme UBC9 (Homo sapiens), P63279; HTRF SUMOylation assay, SAE1/SAE2 + UBC9; inhibition, % at 35 µM; hit rate 0.36% among 290,000; AID 2006, 2009; in the data active means inhibition above about 50%, passing the limit was not always enough; further: strong numbers were not always called active
* marks the source's active call; other numbers are inactive results; nt = not tested or not shown; & = joins results of further samples.

Screens in order: IDE cell inh	HCV NS3 hel inh	IMP-1 inhibitor	pCIP destab	FID counter	PfM18AAP inh	IDE act	VIM-2 inh	SUMO HTRF inh
CCOC(=O)c1ccc(N2C(=O)CC(Sc3nnc(C)s3)C2=O)cc1 (stereo unspecified)
    2	24	-2.8	3	-17	-31	3	-1.8	23
Nc1cc2c(cc1C(=O)c1ccc(Cl)cc1)OCCO2
    7	-6	-1.9	1	-4	0	3	-3.6	8
Cc1cccn2cc(CCNC(=O)Cc3cccs3)nc12
    2	5	-2.9	-1	-1	3	1	-3.4	13
Brc1cnc2nc(SC/C=C/c3ccccc3)[nH]c2c1
    -3	-2	-2.3	-10	-1	-1	-2	-2.4	34
COc1ccccc1-c1noc(-c2cccnc2)n1
    -2	11	-1.6	-8	-3	0	0	-2.4	22
CCN(CC)CCCNC(=O)c1ccc(C)c(NC(=O)C2=C(C)OCCS2)c1
    -2	3	-3.3	-12	-3	0	0	-4.2	19
C#CCOCCOCCOCCNc1nc(N2CCN(C(=O)[C@H](CCCCN)n3cc([C@@H](N)CO)nn3)CC2)nc(N2CCN(C(=O)[C@H](Cc3cc4ccccc4[nH]3)n3cc([C@@H](N)Cc4ccc(O)cc4)nn3)CC2)n1
    0	-60	-4.2	1	55*	0	nt	-3.3	-1
Cc1ccc(CNc2cnn(C34CC5CC(CC(C5)C3)C4)c(=O)c2Cl)cc1
    7	0	-2.0	-13	-7	-7	-1	-4.4	12
COc1ccccc1N1C(=O)CSC1=S
    -2	7	3.6	-7	-2	10	4	0.3	0
CS(=O)(=O)N1CCC(Oc2cccc(C(=O)NCCCC3CCCC3)c2)CC1
    0	-14	-1.0	-10	-30	-2	0	-0.8	-15
CC(=O)N1CCN(c2ccc(NC(=O)COc3ccc(Cl)cc3Cl)cc2)CC1
    3	6	-3.4	-11	-18	-3	-3	-0.2	20
Cn1c(=O)c2[nH]c(=O)cnc2n(C)c1=S
    4	-5	-1.6	-6	-2	-4	2	-3.0	-3
CC(=O)C1=C(C)NC(SCC(=O)c2ccc(Cl)c(Cl)c2)=C(C#N)C1c1ccco1 (stereo unspecified)
    4	21	-3.1	-12	-14	3	-7	0.3	41
Cc1cc(C(=O)NNC(=O)COc2c(C)cc(Br)cc2C)n[nH]1
    -5	24	-0.7	-27	-12	-1	0	-1.5	2
Cc1ccc(C(=O)N/C(=C\c2cccs2)C(=O)NCCCn2ccnc2)cc1C
    3	-3	-0.2	-6	4	-7	2	-0.5	-20
Cc1ccc(S(=O)(=O)N2CCN(C(=O)N3CCOCC3)C2c2ccc(N(C)C)cc2)cc1 (stereo unspecified)
    2	-6	-4.4	-7	4	2	-1	-3.3	-8
Cc1c(C)[n+](=O)c2c(n1[O-])CCC2
    1	0	-3.2	1	-2	2	1	-1.2	15
COc1ccccc1NC(=S)N(CCc1nc2cc(C)c(C)cc2[nH]1)Cc1cccnc1
    0	-8	-3.6	8	-8	6	4	-1.9	-24
Cc1cc(NC(=O)c2ccccc2F)n(-c2nc3ccccc3[nH]2)n1
    1	-7	-1.3	-2	5	5	8	-7.2	12
CC(=O)Nc1nc2c(F)cccc2s1
    -2	4	-3.3	nt	-6	1	0	0.0	nt
O=C(CN1C(=O)c2ccccc2S1(=O)=O)c1ccc(O)c(O)c1
    2	-5	-0.4	-3	-2	47*	3	0.3	3
COc1ccc(-c2csc(NC(=O)c3cc(-c4cccs4)nc4ccccc34)n2)c(OC)c1
    -2	5	2.0	-3	-4	1	6	2.7	-23
CCOc1cc(C(=O)N/N=C\c2cn(CC)nc2C)cc(OCC)c1OCC
    2	6	-2.0	0	-40	-6	-1	-2.7	7
COc1cc(S(=O)(=O)Nc2cccc(C)c2)ccc1N=Cc1c(C)[nH]n(-c2ccccc2)c1=O
    9	-2	-3.6	1	-2	0	nt	-3.7	1
CCOc1ccc(S(=O)(=O)N2CCCC(C(=O)Nc3cc(C)cc(C)c3)C2)cc1 (stereo unspecified)
    -9	-10	-1.5	5	-32	-7	6	-1.4	12
COc1cccc(C(=O)N(Cc2cc3cc(C)ccc3[nH]c2=O)CC2CCCO2)c1 (stereo unspecified)
    1	-5	-2.9	-21	-34	1	-1	1.1	17
COc1ccc(NC(=O)CN(C)C(=O)C23CC4CC(CC(C4)C2)C3)cc1
    1	-5	-2.6	-8	-26	-2	6	-3.8	-5
Cn1cnnc1SCCOc1ccc(Cl)cc1
    2	-17	-2.3	1	9	-1	3	-3.1	4
NNC(=O)c1ccc(-c2cccc([N+](=O)[O-])c2)o1
    4	10	-3.0	32	-3	-2	13	-3.7	7
COCC(C)n1c(-c2ccc3c(c2)NC(=O)CO3)csc1=Nc1ccc(OC(F)F)cc1 (stereo unspecified)
    2	-7	-3.0	-8	-3	-1	1&7	-1.1	-2
CC1=NOC(=O)/C1=C\c1ccc2c(c1)OCO2
    -7	-3	-2.2	3	7	-2	1	-0.3	24
CCCNC(=O)c1ccc(CN2CCOCC2)cc1
    2	-5	-1.6	-13	-1	4	0	-0.8	22
NC(=NC(=O)c1ccccc1)N1N=CCC1c1ccccc1 (stereo unspecified)
    10	-9	-1.3	-1	-11	-1	0	-0.9	-4
NC(=O)c1cc2ccccc2o/c1=N\NC(=O)c1ccc(F)cc1
    4	9	-3.3	-3	-21	13	3	-3.0	-5
Cc1noc(C)c1C(=O)Nc1ccc2ccccc2c1
    0	1	-4.0	10	-8	3	2	-2.8	1
Cc1ccc(NC(=O)N2CCCC2C(=O)NCCC2=CCCCC2)cc1 (stereo unspecified)
    1	-6	-0.7	8	-6	-1	1	-0.5	5
COc1ccc(Cn2c(C)nnc2-c2cnn(C)c2N)cc1OC
    -6	-9	-0.3	0	0	4	1	-3.1	-2
Cc1ccc2c(c1)NC(=O)CC(c1ccccc1)=N2
    0	12	-4.3	-17	-12	-1	3	-1.3	20
Cc1ccc(C(=O)OCC(=O)NC2CCCCC2)o1
    -6	6	-0.7	13	-6	4	0	-1.3	-5
COc1ccccc1N1CCN(C/C(O)=C(\C#N)c2nc(-c3ccccc3)cs2)CC1
    3	10	-2.3	-12	-19	6	2	-4.3	18
Cc1cccc(C)c1NC(=O)CNC(=O)c1cn(-c2ccccc2)nc1-c1ccccc1
    7	-13	-0.2	-8	-18	-5	2	-3.4	-9
COc1cc(NS(=O)(=O)c2ccc(NC(=S)NC(=O)C(C)(C)C)cc2)nc(OC)n1
    3	16	-4.8	2	-46	5	-1	-2.6	2
Cc1ccc(CC(NC(=O)c2ccccc2)C(=O)N2CCCC2C(=O)O)cc1 (stereo unspecified)
    -7	1	-3.6	6	-30	-2	2	-1.5	13
COc1ccc(NC(=O)CSc2nc3sc(C)cc3c(=O)n2C)c(OC)c1
    5	-1	-0.5	-65	-28	-16	-4	2.0	-4
CCN(C(=O)COC(=O)c1ccccc1SCC(=O)NC1CCCCCCC1)C1CCS(=O)(=O)C1 (stereo unspecified)
    0	-2	-3.8	-8	-30	-1	3	-1.6	10
COC(=O)Cc1[nH]nc2c1C1(C(=O)N(Cc3ccc(Cl)cc3)c3ccccc31)C(C#N)=C(N)O2 (stereo unspecified)
    1	-16	-1.6	-2	-36	9	0	-1.7	0
CC(=O)c1cccc(S(=O)(=O)NC2CCCCCC2)c1
    8	8	-2.4	-5	-8	-2	5	-2.6	10
CCn1c(SCC(=O)NC2CCCC2)nnc1-c1c[nH]c2ccccc12
    3	4	-5.7	0	-15	-3	-5	-5.0	13
CCOc1ccc(N2C(=O)CC(NCCc3ccncc3)C2=O)cc1 (stereo unspecified)
    -4	-2	-3.4	-31	-3	-3	4	-1.5	8
CCC1(C)Cc2c(sc3[nH]c(=S)n(Cc4ccccc4)c(=O)c23)CO1 (stereo unspecified)
    5	5	-3.9	0	-18	-6	-4	-5.4	-4
Cc1cc(/C(N)=N/OC(=O)Nc2ccc(Cl)cc2)no1
    -3	-15	-1.6	1	-2	-2	nt	-0.5	1
Cc1cc(C)c(C#N)c(SCc2nnc(-c3ccccc3)o2)n1
    2	2	-3.1	2	-7	-11	-7	0.7	7
Cc1ccc(NC(=O)NCCCCc2ccccc2)cc1
    -2	-6	-2.7	-4	-17	0	2	-0.6	2
Cc1nnc(NC(=O)c2ccccc2C(=O)O)s1
    2	-1	-3.1	-24	-2	3	3	0.3	12
CC(C)(Oc1ccc(Cl)cc1)C(=O)N1CCN(c2ccccn2)CC1
    3	-6	-1.1	-10	-32	0	4	-2.5	6
Cc1ccc(S(=O)(=O)N2CCOCC2)cc1NC(=O)COC(=O)CCn1c(C)csc1=O
    10	4	-4.1	-9	-19	3	2	-3.7	-11
O=C(c1ccc(F)cc1)c1cn[nH]c1-c1ccccc1O
    -1	-6	-0.9	-4	-2	23	5	-4.4	18
CCc1ccc(/C=C2\SC(=S)N(CCC(=O)NCCCN3CCOCC3)C2=O)cc1
    -3	-32	1.4	13	32	-2	0	-0.6	-11
